RXFP1 ag: agonists of human relaxin receptor RXFP1. Q9HBX9. HEK293T-RXFP1 cAMP TR-FRET, 30 min; response scale: percent of porcine relaxin response, buffer zero. Potency, µM (titrated, usually from 57.5 µM), for inactives: at the top dose activation, actives largely listed as activators. 370,000 compounds, 0.3% hits. AID 2676; also: potency is read from the fitted curve at half-maximal effect; % is scaled to controls: 0 for no effect and ±100 for the full control effect; nearly all actives have a fitted effect of over 60% in size; many of its hits are not listed in these tables
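HEK293 cells stably expressing RXFP1, treated 30 min at 37C with compounds plus PDE4 inhibitor Ro 20174; cAMP measured by HTRF TR-FRET. Normalized to buffer and 29 nM porcine relaxin; EC50 by Hill fit.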
D1 potentiator: potentiators of human D1 dopamine receptor; AID 504651; P21728; 360,000 compounds, 0.036% hits; potentiation, % at 10 µM; HEK293 TREx D1 cells, calcium flux, dopamine EC20 potentiation; in the data active = potentiation above about 30%; also: 0% is about no effect
RXFP1 antagonist: antagonists of human relaxin receptor RXFP1. HEK293-RXFP1, relaxin-stimulated cAMP HTRF, 30 min; active compounds read low. activity change, negative = inhibition, % at 57.5 µM. 350,000 compounds, 0.59% hits. AID 1259400;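 active = activity change of -60% or lower, but not beyond a set lower limit; inconclusive = change between -60% and -40%, or beyond the set limit; inactive = change above -40%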; also: % is scaled to controls: 0 for no effect and ±100 for the full control effect
D1 agonist: activates the human D1 dopamine receptor. P21728. HEK293 T-REx D1 cells, calcium flux, agonist mode. activation, % at 2 µM. 360,000 compounds, 1% hits. AID 504660; in the data active = activation above about 30%; also: 0% is about no effect
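Agonism was scored from calcium flux recorded over 180 s (1 read/s) after pintool compound addition, following a 10-cycle baseline. Cells were inducible force-coupled HEK293 TREx D1, plated overnight at 30 C and loaded with no-wash calcium dye.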
TRHR enhancer: allosteric enhancers of human TRH receptor; TRHR cells, fluo-8 calcium fluorescence, EC20 TRH enhancement; enhancement, % at 2 µM; 360,000 compounds, 0.66% hits; AID 493056; in the data active = enhancement above about 30%; also: 0% is about no effect
Target sequence (P34981 whole entry, looked up): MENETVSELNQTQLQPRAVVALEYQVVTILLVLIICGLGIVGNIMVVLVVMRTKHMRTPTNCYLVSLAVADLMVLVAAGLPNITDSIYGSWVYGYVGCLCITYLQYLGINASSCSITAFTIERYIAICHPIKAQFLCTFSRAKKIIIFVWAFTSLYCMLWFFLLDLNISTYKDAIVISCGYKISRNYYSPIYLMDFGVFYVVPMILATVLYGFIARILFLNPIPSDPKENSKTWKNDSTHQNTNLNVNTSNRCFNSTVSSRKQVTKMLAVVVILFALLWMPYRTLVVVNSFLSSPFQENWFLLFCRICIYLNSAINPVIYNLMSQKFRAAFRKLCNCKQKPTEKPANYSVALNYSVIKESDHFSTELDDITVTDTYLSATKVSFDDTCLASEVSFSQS
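TRHR-expressing cells loaded with fluo-8 calcium dye were read kinetically (ex 480/em 530) during compound addition, then stimulated with an EC20 of TRH (10 nM final). Enhancement of the Gq-mediated intracellular calcium response was scored.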
D2 PAM: positively modulates the human D2 dopamine receptor allosterically | 340,000 compounds, 0.34% hits | HEK293 T-REx D2, calcium flux, EC20 dopamine potentiation | AID 485347 | potentiation, % at 10 µM;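 active = potentiation over 3 SD above the plate norm, cut at about 30% in these data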; also: 0% is about no effect
Target sequence (P14416 whole entry, looked up): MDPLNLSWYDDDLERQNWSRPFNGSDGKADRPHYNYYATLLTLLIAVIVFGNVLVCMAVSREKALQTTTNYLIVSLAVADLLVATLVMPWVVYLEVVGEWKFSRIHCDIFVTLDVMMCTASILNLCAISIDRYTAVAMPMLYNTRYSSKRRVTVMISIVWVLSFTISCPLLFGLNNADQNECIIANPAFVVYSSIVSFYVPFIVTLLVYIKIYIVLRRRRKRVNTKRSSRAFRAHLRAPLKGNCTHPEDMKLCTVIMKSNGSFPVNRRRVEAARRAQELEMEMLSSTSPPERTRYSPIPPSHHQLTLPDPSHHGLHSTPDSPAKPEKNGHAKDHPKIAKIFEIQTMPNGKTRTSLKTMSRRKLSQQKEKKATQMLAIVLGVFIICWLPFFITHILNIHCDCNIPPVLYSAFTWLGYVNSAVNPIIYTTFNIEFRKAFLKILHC
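Potentiation of an EC20 dopamine calcium response is measured in a force-coupled, tetracycline-inducible Hek293 Trex D2 line. Compound-only kinetic reads over 180 s flag agonists before dopamine addition.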
TRHR ag: TRH receptor (human) agonism. 360,000 compounds, 0.18% hits. AID 493084. TRHR cells, calcium flux fluo-8, FDSS agonist mode. P34981. activation, % at 2 µM; in the data active = activation above about 30%; also: 0% is about no effect
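In this calcium-flux screen, cells bearing human TRHR are dye-loaded with fluo-8, baselined for 10 cycles, then exposed to library compounds; positive kinetic calcium responses during the agonist phase mark hits, with TRH as control.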
D1 antag: antagonists of human D1 dopamine receptor; AID 504652; 360,000 compounds, 3.2% hits; HEK293 TREx D1 cells, calcium flux, dopamine EC80; active compounds read low; activity change, negative = inhibition, % at 10 µM; in the data active = activity change below about -30%; also: % is scaled to controls: 0 for no effect and ±100 for the full control effect
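Tetracycline-induced HEK293 T-REx cells with force-coupled D1 receptor were loaded with a no-wash calcium dye. Compound was added after a 10 s baseline and read kinetically for 180 s; EC80 dopamine was then added and calcium flux followed another 180 s.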
Anesthetic bind: candidate novel general anesthetic via apoferritin binding. P02791. apoferritin/1-aminoanthracene competitive binding, fluorescence. 350,000 compounds, 0.074% hits. Potency, µM (doses to about 77.5 µM), without a hit: top-dose activity change, negative = displacement, usual class: inhibitors; also: potency is read from the fitted curve at half-maximal effect; % is scaled to controls: 0 for no effect and ±100 for the full control effect; nearly all actives have a fitted effect of over 20% in size
Target sequence (P02791 2-175 limits assumed): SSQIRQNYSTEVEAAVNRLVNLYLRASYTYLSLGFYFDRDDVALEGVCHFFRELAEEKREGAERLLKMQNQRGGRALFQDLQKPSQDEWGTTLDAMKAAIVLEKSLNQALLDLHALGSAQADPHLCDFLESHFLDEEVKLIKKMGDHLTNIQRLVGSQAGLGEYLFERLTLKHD
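Probe: 1-aminoanthracene (50% saturated, PBS). Protein: horse-spleen apoferritin, 10 uM. Incubation: 10 min, room temperature. Detection: 380 nm excitation, 535 nm emission. Analysis: normalized response, four-parameter Hill.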
An asterisk follows results filed as active; ? = inconclusive; / = not tested or not shown; [ ] = another dose, or the depositor's remark. Unless noted, calls follow the shape of the dose curve; as a rule, active = well fitted curve in the direction sought with a large enough effect; inconclusive = small, poorly fitted or top-dose-only effect, or another doubt; inactive = no such curve, though single readings can be large; an effect the other way counts as inactive or inconclusive.

Values in the order: RXFP1 ag | D1 potentiator | RXFP1 antagonist | D1 agonist | TRHR enhancer | D2 PAM | TRHR ag | D1 antag | Anesthetic bind
- COC(=O)c1c[nH]n2c(=O)c(C(C)C)c(C)nc12
    9.8% | -4 | -22 | 0 | -14 | 14 | -0.8 | 3 | -5%
- CC(=O)c1cccc(NC(=O)C(C)OC(=O)c2cccc(S(=O)(=O)N3CCN(C)CC3)c2)c1 (stereo not drawn)
    0.8% | -4 | -1 | 1 | 2 | 8 | 4.4 | 6 | /
- CCCCCC(=O)Nc1nc(C)c(-c2csc(Nc3cc(OC)ccc3OC)n2)s1
    0.7% | -5 | / | 3 | 4 | 3 | 0.5 | 20 | ?
- O=C(O)c1cc2ccccc2n1-c1ccccc1
    -0.2% | -1 | 8 | 0 | 4 | -9 | 0.4 | -6 | -6%
- Cc1cc(C)nc(NC(=O)c2ccc(Cl)cc2)n1
    1.3% | -11 | -9 | 0 | -3 | 9 | -0.9 | 26 | -15%
- COc1ccc(N(CC(=O)NC(C)c2ccccc2)S(=O)(=O)c2c(C)nn(C)c2C)cc1 (stereo not drawn)
    -0.7% | -2 | / | 0 | -1 | -8 | -0.5 | -1 | -19%
- Cc1ccc(S(=O)(=O)c2nc(S(=O)(=O)c3ccc(C)cc3)c(NCCCOC(C)C)s2)cc1
    -1.3% | 5 | 0 | 3 | 3 | 6 | 1.2 | -3 | -8%
- CC(=O)NC(C)c1ccc(Cl)c(Cl)c1 (stereo not drawn)
    0.7% | 5 | -26 | 0 | 5 | -4 | -0.6 | 9 | -15%
- Cc1ccc(-c2n[nH]c(S(C)(=O)=O)c2C#N)cc1
    -1.3% | -1 | 1 | 3 | 1 | 6 | 0.6 | 5 | -5%
- CCC(=O)N1CCc2cc(S(=O)(=O)NC(Cc3ccccc3)C(=O)NCc3ccccc3OC)ccc21 (stereo not drawn)
    -2.6% | 0 | -27 | 3 | -17 | -5 | -0.9 | 10 | 4%
- COc1ccc(C2CC(c3cc(OC)ccc3OC)n3nnnc3N2)cc1 (stereo not drawn)
    0.0% | 1 | -6 | 0 | -2 | -5 | 0.1 | -9 | -20%
- COc1ccc2nc(NC(=O)Cc3ccc(OC)c(S(=O)(=O)N4CCOCC4)c3)sc2c1
    0.1% | -8 | -5 | 7 | 3 | 3 | 0.1 | 21 | -11%
- CCc1cccc(C)c1NC(=O)CSc1nnc(Cc2csc(C)n2)o1
    -1.6% | -1 | -11 | 3 | 9 | 1 | -0.1 | 3 | /
- CCN1CC(CN(C)Cc2cn(-c3ccc(C)cc3)nc2-c2cccc(C)c2)CC1=O (stereo not drawn)
    0.0% | -1 | 2 | 0 | -1 | 16 | -0.8 | 28 | -19%
- COc1ccc(-c2cc(C(F)(F)F)nc(SCCC(=O)Nc3ccccc3F)n2)cc1
    ? | -6 | / | 0 | 20 | / | -0.4 | 2 | -4%
- O=C(NCc1ccc(F)cc1)c1c2c(nc3ccccc13)CCC2
    3.6% | 12 | -20 | 1 | -2 | -3 | -0.4 | -11 | -11%
- CC(C)N(CCC#N)C(=O)Nc1ccc2c(c1)CCO2
    -1.0% | -5 | 0 | 2 | -1 | 0 | 0.4 | 9 | -11%
- CN1/C(=C\C=C(/C#N)C(=O)Nc2ccccc2F)C(C)(C)c2ccccc21
    4.1% | 4 | -2 | 277* | 19 | -5 | 114* | -18 | 0%
- COCCN(C(=O)CCC(=O)Nc1ccccn1)C(C(=O)NCCC(C)C)c1ccc(OC)cc1 (stereo not drawn)
    -0.2% | 2 | -7 | 0 | -3 | -13 | -0.8 | 0 | -16%
- O=[N+]([O-])c1cccc(C2Nc3cccc4cccc(c34)N2)c1
    3.9% | -4 | / | -1 | 12 | -3 | 0.3 | 5 | -5%

Complete entries as entered above. Screens in order: RXFP1 ag	D1 potentiator	RXFP1 antagonist	D1 agonist	TRHR enhancer	D2 PAM	TRHR ag	D1 antag	Anesthetic bind
`Cc1ccc(S(=O)(=O)c2nc(S(=O)(=O)c3ccc(C)cc3)c(NCCCOC(C)C)s2)cc1` is listed with -1.3%	5	0	3	3	6	1.2	-3	-8%
`COc1ccc2nc(NC(=O)Cc3ccc(OC)c(S(=O)(=O)N4CCOCC4)c3)sc2c1` is listed with 0.1%	-8	-5	7	3	3	0.1	21	-11%

Remaining list, next part
Values in the order: RXFP1 ag | D1 potentiator | RXFP1 antagonist | D1 agonist | TRHR enhancer | D2 PAM | TRHR ag | D1 antag | Anesthetic bind
- COc1cccc(NC(=O)Cn2c(=O)oc3cc(S(=O)(=O)N4CCCC4)ccc32)c1
    -0.5% | -6 | 4 | 4 | 2 | -3 | 0.2 | -14 | -13%
- O=C(CSc1nnc(-c2ccco2)n1CC1CCCO1)NC1CCCC1 (stereo not drawn)
    2.0% | -4 | -7 | -1 | -9 | 8 | 0.2 | -23 | 6%
- O=C(COC(=O)/C=C/c1ccco1)NC1CCCCC1
    0.1% | -3 | 7 | 0 | 7 | 0 | 0.2 | -26 | /
- COc1ccc(C(=O)OCc2ccccc2F)cc1S(=O)(=O)N1CCCC1
    1.1% | -4 | 3 | 8 | -6 | -5 | 0.7 | -17 | /
- O=S(=O)(CCc1ccccc1)N1CCOCC1
    1.6% | 0 | 4 | 2 | -4 | -2 | -0.8 | 9 | -8%
- Cc1ccc(NC(=O)Cn2cccc2)c(C)c1
    1.5% | -1 | 4 | 2 | -2 | 0 | 0.2 | 8 | -9%
- C[C@H](NC(=O)C1CC(=O)N(c2ccc3c(c2)OCO3)C1)C(=O)NCc1ccco1 (stereo partly drawn)
    2.4% | -1 | 0 | 2 | -5 | 9 | 0.0 | 1 | -2%
- O=C(NCCCN1CCCC1=O)c1c(O)nc2sccn2c1=O
    5.9% | -2 | -9 | 0 | -5 | -10 | 1.4 | 0 | /
- Cc1ccc(N2CC(NC(=O)CCCc3ccccc3)CC2=O)cc1 (stereo not drawn)
    -0.1% | -1 | 4 | -4 | -5 | 9 | -0.5 | / | -3%
- Nc1nc(CSC(=S)N2CCOCC2)nc(Nc2ccccc2)n1
    5.3% | -5 | -7 | 2 | 4 | -10 | 0.2 | -6 | -13%
- Cc1ccc(NC(=O)c2ccc(S(=O)(=O)N3CCC(C)CC3)cc2)cc1
    2.3% | -5 | -16 | 0 | 4 | 15 | -0.1 | -39* | ?
- C=CCOc1ccc(/C=N/NC(=O)CN2CCCCC2)cc1OC
    0.0% | 4 | -6 | 2 | 1 | 12 | 0.8 | 1 | -6%
- N#C/C(=C/c1ccccc1[N+](=O)[O-])c1nc(C2CC2)cs1
    -0.2% | 13 | 1 | 3 | -9 | -1 | 0.1 | -5 | ?
- CCOC(=O)c1cc(S(=O)(=O)NC2CCCCC2)cn1C
    1.6% | -3 | 8 | 1 | 5 | -9 | -0.3 | 7 | -11%
- Cc1cccc(N(C(=O)c2snc(C(N)=O)c2N)C(C(=O)NCC2CCCO2)c2ccc(N(C)C)cc2)c1C (stereo not drawn)
    ? | 3 | -9 | 4 | 6 | -2 | -3.2 | 3 | -10%
- O=C(Cc1ncc(C(F)(F)F)cc1Cl)NNc1cccc(F)n1
    0.6% | -6 | 5 | 2 | -2 | -2 | 0.2 | 8 | -1%
- O=C(Sc1ccccc1)c1cccc(Cn2cc(C(F)(F)F)ccc2=O)c1
    -0.7% | 2 | -23 | 14 | 9 | -3 | 1.7 | -11 | -17%
- CCOc1ccc(-n2nc3c(=O)n(CCN4CCCCC4)nc(C)c3c2C)cc1
    5.6% | -1 | -3 | -1 | 8 | -1 | -0.7 | 4 | -6%
- Cc1nn(C(C)C(=O)NC2CCC(C)CC2)c(=O)c2nn(-c3ccccc3)c(C)c12 (stereo not drawn)
    1.1% | 1 | 3 | 0 | -2 | -4 | -0.2 | -3 | -21%
- O=C1CCN(Cc2ccccc2)N1
    -1.0% | 1 | 3 | 2 | -1 | -9 | 0.3 | 2 | 10%
- COc1ccc(C(C(=O)NC2CCCCC2)N(C(=O)c2cccs2)c2ccc3c(c2)OCO3)cc1 (stereo not drawn)
    0.4% | -2 | -18 | 1 | 11 | 6 | 2.1 | -2 | -10%
- CSCCC(NC(=O)COc1ccccc1)C(=O)N1CC(C)OC(C)C1 (stereo not drawn)
    0.7% | 7 | -2 | 0 | 9 | -4 | 0.2 | 12 | /
- COC(=O)c1ccc(NC(=S)N2CCN(CCO)CC2)cc1
    0.3% | 1 | 15 | 1 | 2 | -4 | 0.9 | 12 | -10%
- COC(=O)c1c(C)n(-c2ccc(C)cc2)c2ccc(O)cc12
    1.9% | -9 | 0 | 2 | -4 | 15 | -0.3 | -62* | -15%
- COc1ccc(-c2nc(CNS(=O)(=O)c3ccc(F)cc3)cs2)cc1
    -1.2% | -1 | -15 | 24 | 0 | 6 | -2.0 | -32* | 258%[activator]
- O=C(O)C1=C[C@@H](c2ccc(F)cc2)C[C@@H](OCCCCO)O1
    -0.8% | 8 | / | 4 | 3 | -9 | 0.5 | 14 | -7%
- Cc1cc(C(=O)NNC(=O)CCCCC(=O)NNC(=O)c2cc(C)[nH]n2)n[nH]1
    2.3% | -2 | -2 | 3 | 12 | -3 | -0.3 | 2 | -1%
- CN(C)Cc1c(O)ccc2occ(C(=O)c3ccc(F)cc3)c12
    -1.2% | 1 | -3 | 6 | -13 | 14 | 0.5 | 10 | -20%
- CCCC(=O)Oc1c(Sc2ccc(Cl)cc2)c(C)nn1-c1ccccc1
    -2.3% | 2 | -3 | -1 | 2 | -2 | 0.0 | 2 | -5%
- COc1ccc(CNC(=O)C(c2cccc(C)c2)N(C(=O)c2csnn2)C2CC2)cc1 (stereo not drawn)
    -0.3% | 5 | -2 | 1 | -10 | 11 | -1.7 | 3 | -8%
- O=C(NC1CC1)c1cccc(S(=O)(=O)Nc2ccccc2F)c1
    0.1% | -7 | 5 | -2 | -5 | -8 | 0.0 | -8 | /
- COc1ccccc1C(=O)NNC(=O)c1ccc(NC(=O)C(C)C)cc1
    0.1% | -7 | -12 | 1 | -4 | -1 | 0.0 | 1 | -3%
- CCOc1ccc(-c2cc3nc(C4CCN(C(=O)OC(C)(C)C)CC4)c(C(=O)Nc4ccc(C)cc4C)cn3n2)cc1
    3.8% | 3 | -25 | -1 | 14 | 2 | -0.4 | 3 | -14%

A portion of the library. The share of hits here may be higher or lower than overall.
